Anthrax LF inh2: inhibitors of Bacillus anthracis lethal factor protease. P15917. multiplex microsphere protease cleavage assay, LF. inhibition, % at 10 µM. actives 0.12% (n = 360,000); in the data active means inhibition above about 30%; further: plate controls were buffer without enzyme for full effect and enzyme alone for no effect
SARS 3CLpro inh: SARS-CoV 3CLpro protease inhibition. recombinant SARS-CoV 3CLpro, quenched FRET peptide cleavage. inhibition, % at 6 µM. actives 0.14% (n = 290,000); in the data active means inhibition above about 12%
SSB-PriA inh: K. pneumoniae PriA-SSBct interaction inhibition; AlphaScreen SSBct-PriA binding, biotinylated peptide; inhibition, % at 33 µM; actives 0.6% (n = 430,000); in the data active means inhibition mostly above about 37%, no sharp cut-off; inactive means mostly below about 20%;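 further: plate controls were negative control peptide for no effect and reference peptide for full effect; strong numbers were not always called active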
BH1578 lux ind: quorum light induction in luxS cqsA deficient V. cholerae; V. cholerae BH1578 lux reporter, luminescence, 6 h; activation, % at 18.7 µM; actives 0.16% (n = 350,000); in the data active means activation mostly above about 9.7%, no sharp cut-off; further: not every result past the cut was called active; inactives centre near 0; reference of the scale not given here
PfHsp40 yeast: restores yeast growth despite PfHsp40 toxicity; AID 504582; actives 0.68% (n = 340,000); S. cerevisiae expressing PfHsp40, growth rescue, ATP luminescence; growth rescue, % at 12.5 µM; in the data active means growth rescue above about 28%, passing the limit was not always enough;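 further: yeast W303a lacking pdr1 and pdr3 grown in galactose medium; growth measured after three days at 30 °C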
Rv3671c inh: Rv3671c (M. tuberculosis) protease inhibition | inhibition, % at 5.96 µM | actives 0.048% (n = 320,000); in the data active means inhibition above about 38%;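 further: extracellular domain of Rv3671c used as enzyme; 0% = enzyme with DMSO and 100% = no enzyme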
Yp Topo-I inh: blocks Yersinia pestis topoisomerase I activity. actives 0.064% (n = 360,000). AID 504884. Y. pestis Topo-I cleavage product accumulation, plate reader. activity, % at 10 µM; in the data active means activity above about 50%, passing the limit was not always enough; further: inactives centre near 2
DUSP3 inh: inhibitors of human VHR1 phosphatase (DUSP3); P51452; recombinant VHR phosphatase, pNPP absorbance; inhibition, % at 13.3 µM; actives 0.52% (n = 290,000); in the data active means inhibition above about 50%; further: some compounds called inactive have numbers as strong as hits
MazEF act: MazEF (E. coli) toxin RNase activation | P0AE70 | FAM/BHQ RNA-DNA oligo cleavage fluorescence, 5 h | activation, % at 20 µM | actives 0.32% (n = 350,000); in the data active means activation above about 50%
TcdB inh: inhibitors of Clostridioides difficile toxin B glycohydrolase | P18177 | TcdB glycohydrolase enzymatic assay, plate reader | inhibition, % at 9.99 µM | actives 0.24% (n = 350,000) | AID 652162; in the data active means inhibition above about 10%
* = called active by the depositor; i = inactive; nt = not tested or not shown; & = joins results of further samples. Not all compounds are listed. The share of hits here may be higher or lower than overall.

The first 7 records (preview)
SMILES | Anthrax LF inh2 | SARS 3CLpro inh | SSB-PriA inh | BH1578 lux ind | PfHsp40 yeast | Rv3671c inh | Yp Topo-I inh | DUSP3 inh | MazEF act | TcdB inh
CCCOc1ccc(CNC(=O)c2ccc3nc(N4CCOCC4)sc3c2)cc1 | -12.7 | -0.2 | 2.7 | -0.2 | -0.4 | 3.3 | 7.0 | 5.5 | 3.4 | -13.2
CC(=O)OCCCNc1cc(Sc2ccc(Cl)cc2)c2nonc2c1[N+](=O)[O-] | 1.1 | 1.6 | -19.5 | -0.2 | -1.9 | 2.2 | -2.0 | -21.8 | 8.9 | -0.6
Cc1cc(C)c(C#N)c(Cl)n1 | 2.7 | 0.0 | -4.3 | -0.3 | -0.5 | -19.9 | -4.0 | -1.0 | -1.6 | 1.8
O=C(c1cccc(S(=O)(=O)N2CCOCC2)c1)N(CCc1ccccc1)Cc1ccccc1 | 2.5 | nt | 1.4 | 0.3 | 1.2 | -5.7 | 25.4 | nt | 4.4 | 1.2
N#C/C(=C\c1c(F)cccc1Cl)c1nn(-c2ccccc2)c(-n2cccc2)c1C#N | nt | 4.5 | 0.2 | -1.6 | 0.3 | -16.7 | -2.7 | 13.6 | 2.6 | -1.3
COC(=O)c1ccc(CNC(=O)CSC(C)C(=O)Nc2cc(C)on2)cc1 (centres undefined) | 2.4 | nt | -0.1 | i | -1.4 | -8.9 | 5.3 | nt | 7.3 | 0.5
COc1ccc(N(CC(=O)Nc2ccccc2C(F)(F)F)C2=NC3CS(=O)(=O)CC3S2)cc1 (centres undefined) | -9.1 | -0.3 | -26.1 | -0.2 | 0.8 | -1.8 | 11.8 | 5.5 | 1.2 | -0.2

Results (from the top)
SMILES | Anthrax LF inh2 | SARS 3CLpro inh | SSB-PriA inh | BH1578 lux ind | PfHsp40 yeast | Rv3671c inh | Yp Topo-I inh | DUSP3 inh | MazEF act | TcdB inh
CCCOc1ccc(CNC(=O)c2ccc3nc(N4CCOCC4)sc3c2)cc1 | -12.7 | -0.2 | 2.7 | -0.2 | -0.4 | 3.3 | 7.0 | 5.5 | 3.4 | -13.2
CC(=O)OCCCNc1cc(Sc2ccc(Cl)cc2)c2nonc2c1[N+](=O)[O-] | 1.1 | 1.6 | -19.5 | -0.2 | -1.9 | 2.2 | -2.0 | -21.8 | 8.9 | -0.6
Cc1cc(C)c(C#N)c(Cl)n1 | 2.7 | 0.0 | -4.3 | -0.3 | -0.5 | -19.9 | -4.0 | -1.0 | -1.6 | 1.8
O=C(c1cccc(S(=O)(=O)N2CCOCC2)c1)N(CCc1ccccc1)Cc1ccccc1 | 2.5 | nt | 1.4 | 0.3 | 1.2 | -5.7 | 25.4 | nt | 4.4 | 1.2
N#C/C(=C\c1c(F)cccc1Cl)c1nn(-c2ccccc2)c(-n2cccc2)c1C#N | nt | 4.5 | 0.2 | -1.6 | 0.3 | -16.7 | -2.7 | 13.6 | 2.6 | -1.3
COC(=O)c1ccc(CNC(=O)CSC(C)C(=O)Nc2cc(C)on2)cc1 (centres undefined) | 2.4 | nt | -0.1 | i | -1.4 | -8.9 | 5.3 | nt | 7.3 | 0.5
COc1ccc(N(CC(=O)Nc2ccccc2C(F)(F)F)C2=NC3CS(=O)(=O)CC3S2)cc1 (centres undefined) | -9.1 | -0.3 | -26.1 | -0.2 | 0.8 | -1.8 | 11.8 | 5.5 | 1.2 | -0.2
Cn1c2c(c(=O)n(C)c1=O)C(C(F)(F)F)(C(F)(F)F)N=C(CCC1CCCCC1)N2 | -0.7 | 5.3 | -1.4 | i | 2.1 | 3.6 | 20.3 | -9.9 | -9.1 | -4.3
O=C(NCc1nc2ccccc2[nH]1)C1=C[C@@H](C2CC2)C[C@@H](OCc2ccc(CO)cc2)O1 | 5.6 | 4.9 | -13.0 | -0.6 | 0.2 | 1.9 | 18.2 | -0.5 | 6.3 | 0.3&-0.7
CCc1cccc(OCCCn2ccnc2)c1 | -2.6 | 0.9 | 3.4 | -0.1 | -0.9 | 1.2 | -0.2 | -9.9 | -1.4 | nt
Cc1ccc(S(=O)(=O)NCCC(=O)N2CCC(C(N)=O)CC2)cc1C | -2.1 | nt | -12.2 | i | -0.1 | 7.7 | 26.9 | nt | 1.1 | 0.6
Cc1ccc(C(=O)CCC(=O)Nc2cc(C)ccn2)cc1 | -5.8 | nt | -5.7 | -2.6 | -0.2 | 0.5 | 0.6 | nt | -7.6 | -0.5
O=C(CSc1cccc[n+]1[O-])Nc1ccc([N+](=O)[O-])cc1Cl | -5.7 | -2.0 | 3.7 | -1.6 | 0.6 | 3.2 | -4.4 | -8.9 | 2.2 | 0.0
CCCCN(CC(=O)NC(C)(C)C)C(=O)C(=O)Nc1ccc2c(c1)OCCO2 | 1.2 | 1.4 | 1.0 | 0.0 | 0.3 | 5.7 | -13.7 | 21.5 | 12.8 | 0.2
CC(=O)N(CCC1(C(C)C)CCOC(C)(C)C1)Cc1ccco1 (centres undefined) | 0.0 | 1.9 | -16.6 | i | -0.7 | 11.5 | 8.9 | 3.6 | -2.6 | nt
CCn1cc(S(=O)(=O)Nc2ccc3c(c2)OCCO3)cn1 | -1.8 | -2.1 | 6.9 | -0.8 | -0.1 | 1.6 | 5.2 | 9.1 | 7.9 | 0.8
NC(=O)c1ccccc1OC1CCC1 | 0.4 | -0.5 | -3.9 | -0.6 | -0.9 | 3.0 | 2.9 | 8.4 | 10.7 | -1.1
O=S(=O)(c1ccc(Cl)nc1)N1CCCCC1 | 0.0 | -2.9 | -6.5 | -0.4 | 0.4 | -2.1 | 1.5 | 26.0 | 6.3 | 0.8
CC[C@@]1(C(=O)OC)N[C@H](CN(C)C(=O)Nc2ccc(C)cc2)[C@@H]2C(=O)N(Cc3ccccc3)C(=O)[C@@H]21 | -11.0 | nt | -4.1 | 1.6 | -0.8 | 0.1 | 5.6 | nt | -14.1 | 1.9
COc1ccc(C(=O)NCC(=O)Nc2ccc(-c3ccccc3)cc2)cc1 | 0.1 | 2.4 | -2.7 | -0.3 | 0.5 | -8.4 | -7.1 | 1.1 | -21.3 | 1.0
CCOC(=O)C(=CNc1ccc(N2CCCCC2)c(S(=O)(=O)Nc2ccccc2OC)c1)C(=O)OCC | -9.0 | nt | -9.7 | -0.6 | -1.2 | nt | 13.5 | nt | -8.2 | 0.3
Cc1cccc(C)c1NC(=O)CCCSc1nc2ccccc2s1 | -0.9 | 0.4 | 5.7 | i | 0.8 | 4.7 | -4.9 | -1.8 | -2.4 | 0.2
O=C(c1nn2c(C(F)(F)F)cc(-c3cccs3)nc2c1Cl)N1CCCc2ccccc21 | 13.5 | -3.0 | -27.6 | -0.3 | 1.7 | 0.1 | 10.1 | 2.9 | 0.8 | nt
CCOC(=O)C1=C(C)OC(N)=C(C#N)C1c1ccc(OC)c(C)c1OC (centres undefined) | 0.8 | -6.3 | -23.0 | -2.5 | -0.2 | 3.6 | 1.2 | 10.5 | -1.6 | nt
CC(C)(C)NC(=S)Nc1cccc(C(F)(F)F)c1 | -3.2 | 1.7 | -2.9 | -0.1 | -0.1 | -3.9 | 0.9 | 14.4 | 11.4 | -1.0
SMILES | Anthrax LF inh2 | SARS 3CLpro inh | SSB-PriA inh | BH1578 lux ind | PfHsp40 yeast | Rv3671c inh | Yp Topo-I inh | DUSP3 inh | MazEF act | TcdB inh
COc1cc(C(=O)O)cc(OC)c1OC | 2.7 | nt | -6.0 | -0.5 | -0.5 | nt | 3.6 | nt | -4.2 | 1.7
CCCCNC(=S)Nc1ccc(Oc2ccccc2)cc1 | -2.7 | 2.2 | -7.6 | 0.7 | 1.7 | 0.2 | 3.4 | -7.1 | 3.5 | 0.4
Cc1ccc(C(C(=O)NCc2ccco2)N(C(=O)CNC(=O)c2cccs2)c2ccc(C)cc2C)cc1 (centres undefined) | -3.8 | -0.1 | -0.3 | i | 0.1 | -10.2 | 4.2 | 14.4 | -3.3 | 0.3
COc1cccc(N2CCN(C(=O)CCc3nnc4ccc(N5CCOCC5)nn34)CC2)c1 | 0.6 | 1.4 | -2.9 | -0.5 | 0.7 | 6.7 | 0.5 | 41.9 | 6.4 | 1.8
CN(CC(=O)Nc1ccc(F)cc1)C(=O)COC(=O)c1cc(Br)c(Br)s1 | 1.5 | nt | -5.6 | 2.6 | 1.3 | nt | 14.2 | nt | 0.2 | 1.8
Cc1ccc(NC(=O)C(=O)Nc2ccccn2)cc1 | -0.7 | -4.6 | -9.5 | -3.8 | -1.2 | -0.3 | 2.3 | -9.9 | 9.1 | -0.9
N#Cc1c(NC(=O)COC(=O)c2ccc(S(=O)(=O)N3CCCC3)cc2)sc2c1CCCCC2 | -0.7 | 0.9 | 2.7 | i | -1.1 | -1.9 | 0.0 | 13.3 | -13.7 | 0.5
CSc1ncccc1C(=O)OCC(=O)NCc1ccc2c(c1)OCO2 | 0.3 | 4.7 | -3.1 | i | 0.1 | -11.2 | 0.7 | 36.3 | 4.6 | -0.7
Cc1ccc(-c2nc(SCC(=O)NCC3CCCO3)c(-c3ccc(C)cc3)[nH]2)cc1 (centres undefined) | -2.4 | 1.6 | 1.6 | -0.2 | 0.0 | 5.8 | -0.7 | 0.2 | -0.7 | -0.3
Cc1noc(C)c1S(=O)(=O)NC(=O)C1(C)CCN1C(=O)Cc1ccc(-c2ccccc2)cc1 (centres undefined) | -3.8 | nt | nt | -3.3 | nt | nt | 11.2 | nt | nt | -2.4
CNCc1c(OCc2ccc(F)cc2)ccc2ccccc12 | -4.9 | 2.2 | -19.8 | -0.3 | -0.6 | 4.5 | 8.5 | 26.4 | 4.1 | 0.9
CCOC(=O)Cc1nnc(NC(=O)c2ccco2)s1 | -0.4 | -2.9 | -5.1 | -0.6 | 0.5 | 5.4 | -1.2 | 24.9 | -3.8 | nt
CCCS(=O)(=O)NC(=O)C1(C)CCCN(C(=O)c2ccc3ccccc3c2)C1 (centres undefined) | -12.6 | nt | nt | i | nt | nt | 9.0 | nt | nt | 0.9
Cc1ccc(C(=O)NC(=S)Nn2cnnc2)cc1 | -0.8 | -3.1 | -13.2 | -0.2 | 0.8 | -2.6 | -5.6 | 28.2 | 1.3 | nt
CCOC(=O)[C@H]1[C@H]2COc3ccc(Cl)cc3[C@@H]2N2C(=O)[C@@H](C)NC(=O)[C@@]12C | 3.1 | nt | -14.9 | 2.2 | -0.9 | 0.9 | 5.2 | nt | 3.7 | 4.8
Cc1c(CC(=O)N[C@@H](C)C(=O)O)c(=O)oc2c(C)c3occ(-c4ccccc4)c3cc12 | -8.1 | 2.9 | 10.0 | i | 0.2 | nt | 13.5 | -24.8 | -4.7 | 0.8
C/C(CC(=O)N1CCN(C=O)CC1)=N\NC(=O)c1ccc([N+](=O)[O-])cc1 | -2.7 | 6.7 | nt | i | -1.2 | -0.5 | -3.5 | 17.3 | -3.3 | -1.6
O=C(NC(=O)c1ccccc1)Nc1ccccn1 | -1.3 | -1.4 | -10.0 | 0.5 | -5.9 | 1.9 | 9.7 | 8.6 | nt | 1.3
COc1ncccc1C(=O)N1CCCC(N2CCN(c3cccc(Cl)c3)CC2)C1 (centres undefined) | 2.6 | 2.0 | -5.9 | i | -0.6 | 0.1 | 10.0 | 22.6 | -16.8 | -0.3
NCCCC[C@H]1CNC(=O)C(=O)N1CCCCC1CCCCC1 | -8.6 | nt | -6.2 | i | -1.3 | 5.7 | -6.8 | 26.3 | -7.6 | 1.2
Cn1cc(C(=O)Nc2ccc(Cl)c(Cl)c2)cn1 | -3.5 | nt | -10.0 | -0.6 | 1.4 | -13.1 | -10.6 | nt | 6.2 | 1.2
CCOC(=O)C1CCCN(C(=O)c2cc(-c3ccccc3)cs2)CC1 (centres undefined) | -9.9 | nt | nt | i | nt | nt | 39.9 | nt | nt | 1.5
Cc1cc(Cl)ccc1OCC(=O)N(Cc1ccco1)C1CCS(=O)(=O)C1 (centres undefined) | 8.4 | -1.3 | 5.6 | -0.5 | -0.4 | 3.9 | 20.1 | 17.0 | -2.3 | 1.0
COc1ccc(CCNC(=S)Nc2cccc(C)c2C)cc1 | 5.1 | 1.8 | 1.1 | 3.1 | 0.3 | -0.2 | -3.5 | 17.6 | 12.5 | nt
